Screening results (PubChem)
LDHA block: inhibitors of human lactate dehydrogenase A; P00338; purified LDHA, NADH/diaphorase-resazurin fluorescence; stronger effect = lower value; activity change, % (values are at about 110 or 230 µM); 480,000 compounds, 0.15% hits; in the data active = activity change below about -30%; inconclusive = mostly about -25% to -30%;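 note: plate controls were DMSO wells for no effect and wells without enzyme for full effect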
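Remaining NADH was detected by diaphorase (0.133 mg/mL) converting 37 µM resazurin to fluorescent resorufin, read at 0 and 20 minutes. The preceding 5-minute room-temperature reaction used 2 nM LDHA, 0.2 mM sodium pyruvate and 0.06 mM NADH at pH 7.4.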
ALOX12 inh: ALOX12 (human) lipoxygenase inhibition; purified 12hLO, xylenol orange hydroperoxide absorbance; P18054; 580,000 compounds, 1.1% hits; Potency, µM (highest dose often 108 µM), for inactives: at the highest dose activity change, negative = inhibition, actives largely listed as inhibitors; active = well fitted inhibition curve with a large enough effect; inconclusive = small, poorly fitted or top-dose-only effect, or another doubt; inactive = no such curve, though single readings can be large or run the other way; note: potency is the fitted concentration of half-maximal effect
Target sequence (P18054 whole entry, looked up): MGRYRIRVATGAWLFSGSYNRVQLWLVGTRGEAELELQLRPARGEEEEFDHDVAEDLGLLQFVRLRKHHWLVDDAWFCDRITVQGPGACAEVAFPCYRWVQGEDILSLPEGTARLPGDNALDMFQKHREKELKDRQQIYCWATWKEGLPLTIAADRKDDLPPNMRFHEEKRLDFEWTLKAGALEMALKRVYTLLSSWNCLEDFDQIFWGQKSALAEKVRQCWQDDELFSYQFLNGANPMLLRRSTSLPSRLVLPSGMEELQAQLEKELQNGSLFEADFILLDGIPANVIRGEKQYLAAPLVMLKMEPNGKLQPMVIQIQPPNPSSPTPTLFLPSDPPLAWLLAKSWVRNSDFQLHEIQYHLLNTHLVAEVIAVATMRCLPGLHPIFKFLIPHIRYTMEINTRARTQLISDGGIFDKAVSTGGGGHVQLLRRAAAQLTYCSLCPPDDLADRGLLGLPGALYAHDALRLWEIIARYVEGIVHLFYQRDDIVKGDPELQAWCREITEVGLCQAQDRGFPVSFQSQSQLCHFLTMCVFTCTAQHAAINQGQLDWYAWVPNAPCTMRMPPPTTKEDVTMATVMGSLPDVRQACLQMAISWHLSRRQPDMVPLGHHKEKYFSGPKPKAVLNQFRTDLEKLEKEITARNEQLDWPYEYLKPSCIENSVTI
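Purified human 12hLO at 150 nM in 25 mM Hepes, 0.01% Triton X-100, pH 7.0, preincubated 15 min at room temperature with compound. Reaction started with 40 uM arachidonic acid, 30 min at room temperature. Hydroperoxide measured by Fe-xylenol orange, 573/405 nm absorbance ratio.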
Active calls of the source: *; u = inconclusive; [ ] = another dose, or the depositor's remark. Unless noted, % is set by controls: 0 for no effect and ±100 for the full control effect. Not all compounds are listed. The share of hits here may be higher or lower than overall.

SMILES	LDHA block	ALOX12 inh
COc1ccccc1Nc1nc2ccccc2nc1NS(=O)(=O)c1ccc(F)cc1	-2.8	-18.0%
C#CCn1c2ccccc2c(=O)n1C(C)CBr (stereo unspecified)	-0.4	u
COc1ccc(CCNC(=O)C(=O)NCc2n[nH]c(=O)c3ccccc23)cc1OC	5.5	u
Cc1nc2sc(C(=O)OCC(=O)Nc3cc(C(F)(F)F)ccc3Cl)c(C)c2c(=O)[nH]1	8.0	3.2%
CCc1ccc2c(c1)NC(=O)C2(C)Cc1ccccc1Cl (stereo unspecified)	-1.4	u
Nc1cc(-n2cccc2)ccc1Cl	10.8	-4.9%
Cc1ccc2nc(C)c(C(=O)N3CCN(c4ccc(F)cc4)CC3)cc2c1	-23.3	-54.8%
CCOC(=O)c1nnc2c(-c3ccc(Br)cc3)c(C)nn2c1C	0.7	2.5%
Cc1ccc(Nc2nc(-c3ccncc3)cs2)cc1C	-2.9	u
C=CCC[C@@H](CCCCC)OC(=O)/C=C/[C@H](O)[C@@H](O)C[C@H](O)CC=C	4.1	-25.1%
COc1ccc(CN2C(=O)C(C)Nc3ncnc(N4CCc5ccccc5C4)c32)cc1 (stereo unspecified)	0.4	-17.9%
Cn1c(NCc2ccc3c(c2)OCO3)nc2c1c(=O)n(Cc1ccccc1)c(=O)n2C	5.2	u
Cc1ccc(C(=O)COC(=O)COc2ccc(Cl)c(C)c2)c(C)c1	4.4	14.1%
O=C(Nc1ccccc1F)NC1(C(F)(F)F)Oc2ccccc2O1	33.0	u
C/C(=N\NC(=O)c1ccc(C)cc1)c1ccc(C)s1	3.5	40.7%[activator]
Cc1cccc(Cn2c(SCC(N)=O)nc3c2c(=O)[nH]c(=O)n3C)c1	1.0	2.1%
CC1ON=C(c2ccccn2)N(Cc2ccc3c(c2)OCO3)C1=O (stereo unspecified)	-1.2	-0.3%
COP(=O)(OC)c1nc(-c2ccco2)oc1NCc1ccccc1Cl	7.1	-7.5%
CCN(CC)c1ccc(NC(=O)c2cnc3ccccc3n2)cc1	-1.7	u
CCN(CC)S(=O)(=O)c1ccc(C)c(NC(=S)N(c2ccccc2)C(C)C)c1	-1.5	u

Reprinted from above for reference:
SMILES	LDHA block	ALOX12 inh
COc1ccccc1Nc1nc2ccccc2nc1NS(=O)(=O)c1ccc(F)cc1	-2.8	-18.0%
C#CCn1c2ccccc2c(=O)n1C(C)CBr (stereo unspecified)	-0.4	u

Going on with the list.
SMILES	LDHA block	ALOX12 inh
COc1cc(C)c(NC(=O)c2ccc3c(c2)NC(=O)CS3)cc1OC	27.7	20µM*
N#CC1(NC(=O)CSc2nc(-c3ccccc3)cs2)CCCCC1	-7.9	31.0%[activator]
NC(=O)C(OC(=O)CNS(=O)(=O)Cc1ccccc1)c1ccccc1 (stereo unspecified)	0.5	-25.6%
O/N=C(\c1ccc(Cl)cc1)c1ccco1	11.4	u
COc1ccc(-n2c(SC(C(=O)N3CCCC3)c3ccccc3)nnc2-c2ccncc2)cc1 (stereo unspecified)	2.5	u
O=C(CN1CCCCCC1)NCCc1c[nH]c2ccccc12	-5.6	u
Cc1oc(-c2ccccc2)nc1CC(=O)Nc1ccccn1	-1.1	-16.6%
CN1CCN(CCNC(=O)Cc2ccc(C(F)(F)F)cc2)CC1	8.0	u
COc1cc(C(C)=O)ccc1Oc1cccc(Cl)c1C#N	3.8	-12.1%
COc1ccccc1CCNC(=O)c1sc(NC(C)C)nc1C	-3.0	14.7%
Cn1c(=O)c2cc(NC(=S)NCc3ccccc3F)ccc2n1C	6.1	-16.2%
N#Cc1ccccc1COc1ccccc1C#N	6.8	1.8%
CC(=NNC1=NCCN1)c1cnn(C2=NCCN2)c1C	0.5	u
O=C(Cn1nc(Cc2cccnc2)c2ccccc2c1=O)Nc1ccc(Cl)cc1	-12.8	3.0%
Cc1ccccc1Cn1c(N2CCC(C(=O)N3CCCC3)CC2)nc2ccccc21	11.1	u
COc1ccccc1C(=O)CSc1nc2ccccc2c(=O)n1CCCN1CCOCC1	4.0	16.1%
O=C1C=C(Nc2ccccc2C(F)(F)F)CCC1	10.1	-23.0%
COCCN(Cc1cccs1)CC1CCCO1 (stereo unspecified)	1.9	-3.7%
Cc1ccc(S(=O)(=O)N2C[C@H]3[C@H]4C(=O)N(C5CCCCC5)C(=O)[C@H]4CC(=O)[C@H]3[C@@H]2c2ccccc2F)cc1	-2.7	1.7%
N#CCCN1CCN(c2ccc(NS(=O)(=O)c3ccccc3Cl)cc2C(=O)O)CC1	-13.5	u
CCOC(=O)N1CCN(C(=O)c2cc3occc3n2Cc2ccccc2)CC1	9.5	u
CCOC(=O)Cn1c(=O)c2c(nc(-n3nc(C)cc3C)n2CC)n(C)c1=O	2.7	51.0%[activator]
CCc1nc2c(OCc3ccc(Cl)cc3)cccn2c1N(C=O)Cc1ccccc1	-0.8	u
COc1cc(NC(=O)N2CC(C)Oc3ccc(Cl)cc32)cc(OC)c1OC (stereo unspecified)	6.2	u
O=S(=O)(NCC1(c2ccccc2)CCC1)c1ccc(F)c(F)c1	-19.2	u
CCOc1cc(S(=O)(=O)N(CCO)CCO)ccc1Br	-12.6	21.6%
CC(OC(=O)c1ccc(CS(C)(=O)=O)cc1)C(=O)c1ccc(F)cc1 (stereo unspecified)	2.3	-28.9%
O=C(/C=C/c1ccco1)OC(C(=O)c1ccccc1)C(=O)c1ccccc1	8.8	u
CCOC(=O)[C@]12CCCC=C1N(Cc1ccccc1)C(=O)[C@H](CC(=O)NCCCN1CCCC1=O)C2	-2.5	-28.8%
CONC(=O)C(NC(=O)c1ccc(Cl)cc1Cl)C(C)C (stereo unspecified)	3.6	26.5%
COc1ccc(S(=O)(=O)N2CCCCC2)cc1NC(=O)c1nn(C(C)C)c(=O)c2ccccc12	-2.7	6.2%
Cc1noc(C(C)C)c1C(=O)Nc1ccc(SC(F)F)cc1	7.1	u
CC(=O)N1CCC(C(=O)NCC2(c3ccc(F)cc3)CCC2)CC1	-5.3	u
Cc1cc(CNC(=O)c2ccncc2)c2ccccc2n1	-10.3	-35.7%
COc1cc(OC)cc(OC(C)C(=O)Nc2cc(Cl)ccc2OC)c1 (stereo unspecified)	-2.2	-3.9%
O=C(COc1ccc2c(=O)c(-c3ccc(Cl)cc3)coc2c1)Nc1ccccc1	0.1	-0.6%
Cc1csc(SCCCOc2ccc(C#N)cc2)n1	7.8	u
Cc1ccc2nc(N/C(N)=N/S(=O)(=O)c3ccccc3)nc(C)c2c1	1.5	u
CC1(C(=O)NS(=O)(=O)c2ccccc2)CCN1C(=O)C1CCCCC1 (stereo unspecified)	-9.4	-2.1%
CCN(NC(=O)c1ccc(CNC(N)=O)cc1)c1ccc(C)cc1	2.7	7.2%

Complete entries, looked up by structure. Values in the order: LDHA block, ALOX12 inh
CCN(NC(=O)c1ccc(CNC(N)=O)cc1)c1ccc(C)cc1 is listed as 2.7, 7.2%
CC(=O)N1CCC(C(=O)NCC2(c3ccc(F)cc3)CCC2)CC1 is listed as -5.3, u

The listing continues:
SMILES	LDHA block	ALOX12 inh
CCOc1ccc(C(=O)OCc2ccccc2C#N)cc1	15.6	-25.1%
CC(Sc1nc2ccccc2o1)C(=O)NCC1CCCCC1 (stereo unspecified)	1.7	u
Cn1c(=O)c2c(nc(Br)n2Cc2cccc(Cl)c2)n(C)c1=O	-13.5	10.6%
COc1ccccc1CNC(=O)C(C)Sc1nc2cc(Cl)ccc2n1C (stereo unspecified)	u	-5.7%
CCC1(c2ccc(NC(=O)c3c(OC)cccc3OC)cc2)CCC(=O)NC1=O (stereo unspecified)	1.6	-11.0%
COc1ccc(NC(=O)C2Cc3c(-c4cccc(F)c4)ccnc3O2)cc1OC (stereo unspecified)	-5.8	-9.9%
CCCCC[C@H](C)N1C[C@H](COCc2ccccc2)Oc2cc(N3CCC[C@H]3COC)ccc2S1(=O)=O	-0.8	u
CCc1ccc(-n2nc(CO)c(C(=O)NCc3ccc(OC)cc3)n2)cc1	-4.1	11.6%
CCC1c2ccsc2CCN1C(=O)C1CCN(S(=O)(=O)c2ccc(C(C)C)cc2)CC1 (stereo unspecified)	-0.6	u
COc1ccc(-c2c(C)oc3cc(OCC(=O)Nc4cc(C)ccc4OC)ccc3c2=O)cc1	-2.8	u
CCCN1C(=O)CC(c2ccc(OC)c(OC)c2)C1=O (stereo unspecified)	-0.9	10.4%
CCOc1ccc(CCN2C(=S)N([C@@H](Cc3ccc(O)cc3)CN3CCC[C@@H]3CN3C(=S)NC[C@@H]3Cc3ccccc3)C[C@@H]2Cc2ccc(O)cc2)cc1	-17.6	u
COc1ccc(-c2noc(CN(C(=O)c3cc(OC)c(OC)c(OC)c3)C3CCCCC3)n2)cc1	4.6	-7.0%
Clc1ccc(-c2nc(-c3ccccn3)no2)cc1	4.3	14.0%
Cc1cc(S(=O)(=O)N2CCN(C(=O)c3ccc(-n4cccc4)cc3)CC2)ccc1Br	-3.6	u
COc1ccc(CN(C(=O)c2cc3ccccc3s2)C2CC2)cc1	6.1	-4.8%
O=C(OCc1ccc(C(F)(F)F)cc1)c1cc2c(cc1[N+](=O)[O-])OCCO2	5.4	7.0%
Cc1ccc(OCC(=O)Nc2ccc3oc(-c4ccccc4)nc3c2)cc1C	-2.0	18.3%
Cc1ccc(OCc2nc(C#N)c(N3CCCCCC3)o2)cc1	-8.3	-4.2%
CSCCC(C(=O)NCc1ccccc1)n1c(-c2ccc3c(c2)CCO3)nc2ccccc21 (stereo unspecified)	-3.1	6.2%
CCNC(=O)NC(=O)CN1CCN(c2oc(C3CC3)nc2C#N)CC1	2.5	u
O=C(CCc1nc2ccccc2s1)NCCc1cccc(F)c1	1.9	-6.6%
O=C(c1cc(-c2ccccc2)nc2ccccc12)N1CCN(c2ncccn2)CC1	4.5	-9.1%
COc1ccc(Cc2c(-c3ccc(C#N)cc3)nc3c(Cl)cc(C(F)(F)F)cn23)c(C)c1	-0.4	u
O=C(Nc1ccn(Cc2ccc(F)cc2Cl)n1)c1nc2ncccn2n1	2.5	u
O=C1CCCC2=C1C(c1ccc(F)cc1)C=C1c3cc4c(cc3CCN12)OCCCO4 (stereo unspecified)	30.4	u
Cc1cccc(-c2noc(-c3ccc(Br)cc3)n2)c1	0.7	14.3%
O=C(Nc1ccccc1)c1cc(C2CCCN(C(=O)c3ccccc3)C2)on1 (stereo unspecified)	-5.1	0.7%
CCNC(=O)C1CCN(S(=O)(=O)c2c(C)nn(CC(=O)N3CCc4ccccc43)c2C)CC1	-2.2	-4.3%
Cc1nc(-c2ccccc2)sc1C(=O)NC1CCC(C(F)(F)F)CC1 (stereo unspecified)	2.0	-1.0%
COCCn1c(C)cc(C(=O)CSc2nnc(-c3ccccc3OC)n2-c2ccc(Cl)cc2)c1C	3.1	-19.7%
COc1ccccc1-c1nn(-c2ccccc2)cc1C(=O)NCC(C(C)C)N1CCOCC1 (stereo unspecified)	-1.1	0.6%
Cc1cc(OCC(=O)Nc2ccc3c(c2)OCCO3)c2c(C)c(C)c(=O)oc2c1	3.9	u
O=C(OC1CCCCC1=O)c1ccc(Cl)c(Cl)c1 (stereo unspecified)	3.8	-29.4%
O=C(Nc1ccccc1N1CCCC1)c1cc(Cl)c2c(c1)OCCO2	-0.6	11.4%
Cc1nc2cc(NC(=O)COc3cc(Cl)ccc3Cl)ccc2o1	7.9	2.7%
Cc1ccc2[nH]cc(CCNC(=O)c3ccc(C(F)(F)F)cc3)c2c1	3.2	u
Cc1cccc(C)c1-n1nnnc1C(C)(C)Nc1ccccc1	-24.3	-17.3%
CC(=O)Oc1ccc(C(=O)Nc2cccc(-c3nc4cc(C)ccc4o3)c2)cc1	-3.5	-2.0%
COc1cc(NC(=O)[C@@H]2O[C@H](CO)[C@@H](O)[C@H]2O)cc(OC)c1OC	4.7	-0.2%
COc1ccc(Nc2nc(C)c(C(C)=O)s2)cc1	-6.8	44.7µM*
Cc1cccc(OCc2nc(C#N)c(N3CCOCC3)o2)c1	-1.5	0.3%
Cc1ccc(-c2cc(C(=O)N3CCCCC3)c3cc(Br)ccc3n2)o1	8.2	8.91µM*
COC(=O)c1ccc(COC(=O)CCC(=O)c2ccc3c(c2)OCCCO3)cc1	1.3	-7.7%
Cc1ccc(S(=O)(=O)N2CCC(=O)N([C@H](COC(=O)Nc3ccccc3)Cc3ccccc3)CC2)cc1	3.4	-1.1%
COc1ccc(C(=O)NC2CC2)cc1C	1.5	5.4%
C/C(=N/Nc1ccccc1C(F)(F)F)c1cc(Cl)ccc1Cl	-1.6	u

Molecules listed so far that contain two or more sulfur atoms (5):
SMILES	LDHA block	ALOX12 inh
CCN(CC)S(=O)(=O)c1ccc(C)c(NC(=S)N(c2ccccc2)C(C)C)c1	-1.5	u
N#CC1(NC(=O)CSc2nc(-c3ccccc3)cs2)CCCCC1	-7.9	31.0%[activator]
Cc1csc(SCCCOc2ccc(C#N)cc2)n1	7.8	u
CCC1c2ccsc2CCN1C(=O)C1CCN(S(=O)(=O)c2ccc(C(C)C)cc2)CC1 (stereo unspecified)	-0.6	u
CCOc1ccc(CCN2C(=S)N([C@@H](Cc3ccc(O)cc3)CN3CCC[C@@H]3CN3C(=S)NC[C@@H]3Cc3ccccc3)C[C@@H]2Cc2ccc(O)cc2)cc1	-17.6	u
